High-throughput results as filed in PubChem.
phage Ecoli inh – E. coli growth loss with phage present; growth absorbance; inhibition, % at 11.9 µM; 360,000 compounds, 0.26% hits; AID 651602; in the data active means inhibition above about 11%
SR-BI uptake up – activators of SR-BI mediated HDL lipid uptake; activation, % at 12.5 µM; 320,000 compounds, 0.096% hits; CHO ldlA[mSR-BI] cells, DiI-HDL uptake fluorescence, 3 h; 100 = double the neutral-control signal;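 active means mean replicate activation of at least 60% and every replicate at or above 60%; inconclusive means mean or all-replicate condition met, but not both; inactive means mean below 60% and not all replicates reaching 60%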;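 further: 0% = median plate neutral-control signal and 100% = twice that signal; values of inactives mirror those of a sister screen read the other way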
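Test system: SR-BI-overexpressing, LDLR-lacking CHO cells. Measured by: DiI fluorescence, bottom read. Medium: Ham's F12 with 0.5% BSA, HEPES 25 mM, pH 7.4. Timing: 3 h uptake period with compound, 37 °C.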
Wnt bcat act – activators of Wnt/beta-catenin signaling. 300,000 compounds, 1.2% hits. Wnt/beta-catenin reporter cell assay, activator, plate reader. AID 743398. activation, % at 9.35 µM; in the data active means activation above about 30%, passing the limit was not always enough; inconclusive means no clear call, values can overlap the other calls;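 further: 0% = neutral control wells and 100% = positive control wells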
E coli growth – reduces bacterial viability in AddAB counter-screen; 330,000 compounds, 0.27% hits; inhibition, % at 11.9 µM; E. coli V3065 growth, OD600 absorbance, 18 h;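 active means inhibition above the campaign's mean inhibition across all tested compounds plus 3 SD, cut at about 9.9% in these data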;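 further: uninfected addAB+ strain grown without phage in ampicillin broth; 0% = DMSO wells and 100% = ciprofloxacin 0.95 µg/ml wells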
Tat export inh – blocks Tat-dependent protein export in E. coli; E. coli MC4100 TorA-mCherry Tat export, fluorescence; inhibition, % at 10 µM; 340,000 compounds, 0.036% hits;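 active means mean replicate inhibition at least 50% and at least half of replicates individually reaching 50%; inconclusive means only one of the two criteria met; inactive means neither criterion met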;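 further: exported cargo escapes ClpAP degradation while cytoplasmic cargo is degraded and loses fluorescence; 0% = median of neutral control wells and 100% = median of NaSCN control wells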
SR-BI DiI inh – blocks mouse SR-BI lipid uptake from DiI-HDL; inhibition, % at 12.5 µM; 320,000 compounds, 0.96% hits; AID 488896; ldlA[mSR-BI] CHO cells, DiI-HDL uptake fluorescence, 3 h; Q61009;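 active means mean replicate inhibition of at least 70% and a set share of replicates each scoring 70 or more; inconclusive means meets just one of the two criteria; inactive means fails both criteria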;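 further: 0% = median of neutral control wells and 100% = median of positive control wells; values of inactives mirror those of a sister screen read the other way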
Target sequence (Q61009 whole entry, looked up): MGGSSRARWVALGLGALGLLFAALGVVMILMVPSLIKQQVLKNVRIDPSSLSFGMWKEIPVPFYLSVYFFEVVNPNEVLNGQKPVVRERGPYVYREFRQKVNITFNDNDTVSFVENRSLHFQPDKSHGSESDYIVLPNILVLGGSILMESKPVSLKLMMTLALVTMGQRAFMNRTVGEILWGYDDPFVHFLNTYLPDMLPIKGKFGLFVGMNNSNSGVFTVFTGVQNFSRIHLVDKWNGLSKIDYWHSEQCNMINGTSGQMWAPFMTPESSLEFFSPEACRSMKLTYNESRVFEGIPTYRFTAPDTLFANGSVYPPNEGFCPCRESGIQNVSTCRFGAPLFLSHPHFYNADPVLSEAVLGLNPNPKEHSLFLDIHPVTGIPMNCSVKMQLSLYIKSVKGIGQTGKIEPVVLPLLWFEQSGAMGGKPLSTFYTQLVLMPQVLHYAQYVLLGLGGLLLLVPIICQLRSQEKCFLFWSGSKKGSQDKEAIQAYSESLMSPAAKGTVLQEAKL
AddAB inh – less growth of phage-infected E. coli with AddAB. E. coli expressing H. pylori AddAB, absorbance growth. inhibition, % at 11.9 µM. 330,000 compounds, 0.29% hits; in the data active means inhibition above about 12%;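 further: 0% = vehicle wells of infected cells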
CAL PDZ FP-1 – blocks peptide binding to human CAL PDZ domain; purified CAL PDZ, TMR-peptide fluorescence polarization, 1 h; inhibition, % at 20 µM; AID 504414; 330,000 compounds, 0.02% hits;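 active means highest replicate inhibition of at least 40%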;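 further: plate controls were DMSO neutral control wells for no effect and unlabeled competitor peptide control wells for full effect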
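Control set: unlabelled peptide and DMSO controls / Material: purified CerCALP PDZ construct / Timing: 1 h incubation at room temperature before polarization reading / Doses: 20 µM, one dose / Detection: fluorescence polarization (mP)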
CAL PDZ FP-2 – inhibitors of human CAL PDZ peptide binding; inhibition, % at 24.9 µM; 300,000 compounds, 0.92% hits; Q9HD26; AID 602252; purified CAL PDZ, TMR-peptide fluorescence polarization, 1 h;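 active means mean inhibition of at least 30% with at least half of replicates also reaching 30%; inconclusive means no clear call, values can overlap the other calls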;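 further: 0% = DMSO neutral control and 100% = excess unlabeled competitor peptide PRC23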
MITF act – MITF TRPM1 promoter activation in melanoma cells; SK-MEL-5 TRPM1-promoter luciferase, 24 h; % of positive control, neutral wells = 0; activation, % at 12.5 µM; 300,000 compounds, 0.75% hits; AID 588334;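 active means mean activation of at least 80% with every replicate also reaching 80%; inconclusive means mean reaches 80% but some replicate falls short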;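 further: 0% = neutral control wells and 100% = parthenolide positive control wells; values of inactives mirror those of a sister screen read the other way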
An asterisk follows results filed as active; ? = inconclusive; . = not tested or not shown.

Order of values: SR-BI DiI inh	SR-BI uptake up	MITF act	phage Ecoli inh	E coli growth	CAL PDZ FP-2	Tat export inh	AddAB inh	Wnt bcat act	CAL PDZ FP-1
- CCOc1ccc(-c2cc(CCCC(=O)NCCc3ccc(OC)c(OC)c3OC)no2)cc1
 : 68	-68	-14	3.7	-0.8	-4	-4	-1.4	-4	0.1
- c1ccc(-c2cc(-c3nn4c(-c5ccco5)nnc4s3)c3ccccc3n2)cc1
 : 32	-32	4	.	-0.2	.	-5	0.5	.	-2.0
- COC(C/C=C/[C@H](O)COCc1ccccc1)OC
 : -13	13	-9	1.5	.	3	6	.	0	-7.3
- Cn1c(SCC(=O)NC2CCCC2)nnc1-c1cccs1
 : -1	1	-4	1.2	0.2	-2	-1	1.5	-2	-4.8
- Cn1c(SCC(=O)NCCc2ccccc2)ncc(C(=O)Nc2ccccc2)c1=O
 : 20	-20	-5	5.0	0.7	-1	1	-1.7	-6	-2.4
- CN(CC(=O)Nc1ccc(Cl)c(C(F)(F)F)c1)C(=O)c1cc(=O)c2ccccc2o1
 : 5	-5	9	0.5	-0.9	-3	-6	0.8	-1	-1.3
- Cc1ccccc1OCC(=O)OC(C)C(=O)NC1CCCC1 (centres undefined)
 : -22	22	0	-1.0	-0.8	-2	-2	-0.6	-3	0.4
- O=C(O)CC1Sc2nnc(COc3ccc(Cl)cc3)n2N=C1c1ccccc1 (centres undefined)
 : -2	2	-1	1.4	-1.2	-8	-5	2.0	1	-1.8
- CCC(=O)Oc1ccc2c(C)c(Cl)c(=O)oc2c1
 : 4	-4	-4	1.6	3.0	3	4	4.3	-1	.
- Cn1c(CN2CCCC2)nc2cc(NS(=O)(=O)c3ccccc3)ccc21
 : -17	17	-1	0.4	2.1	5	9	1.4	.	-0.6
- CC1CCc2cc(F)ccc2N1C(=O)C12CCC(C)(C(=O)O1)C2(C)C (centres undefined)
 : 20	-20	-3	4.3	-1.6	4	17	2.8	0	-0.5
- CC(C)(C)N1C(=O)[C@H]2[C@@H](c3ccc(Br)cc3)N3C(=O)N(c4cccc(Cl)c4)C(=O)[C@@]3(C)[C@H]2C1=O
 : -12	12	-5	2.6	-2.1	0	2	-0.6	-4	-0.3
- O=C(CCCn1nnc2ccccc2c1=O)N[C@@H](Cc1ccccc1)C(=O)O
 : .	.	-8	-3.1	-1.5	6	0	-0.5	1	0.3
- CCC(=O)c1ccc(N2CCN(C(=O)COc3ccc(F)cc3)CC2)c(F)c1
 : 23	-23	0	1.6	0.8	-3	-2	1.3	-4	-0.5
- CCc1ccc(C2C(=O)c3ccccc3C2=O)cc1
 : 2	-2	.	-0.3	-1.9	-4	1	4.0	6	-1.3
- CC(C)OC(=O)Cn1nnc(-c2ccccc2)n1
 : -31	31	10	2.6	0.7	-2	1	-0.5	0	-3.3
- COc1cccc(CNC(=O)C2CCN(S(=O)(=O)c3ccc(C)cc3)CC2)c1
 : -18	18	-4	4.2	-1.9	.	-1	2.9	-1	-0.2
- CC(=O)c1ccc(-c2ccc(C(=O)NC3CCCCCC3)o2)cc1
 : -20	20	1	2.5	-3.5	2	6	3.0	4	-0.2
- Cc1ccc(/C=N/N2CCN(C3c4ccccc4-c4ccccc43)CC2)o1
 : 54	-54	.	-0.1	-1.5	-9	11	0.9	0	0.2
- Cc1oncc1C(=O)NC1CCCCC1
 : -11	11	5	4.8	0.8	.	-10	2.0	-1	-3.3

Ordered by molecular weight (rising): 10 of the compounds above.
Order of values: SR-BI DiI inh	SR-BI uptake up	MITF act	phage Ecoli inh	E coli growth	CAL PDZ FP-2	Tat export inh	AddAB inh	Wnt bcat act	CAL PDZ FP-1
- CC(C)OC(=O)Cn1nnc(-c2ccccc2)n1
 : -31	31	10	2.6	0.7	-2	1	-0.5	0	-3.3
- CCc1ccc(C2C(=O)c3ccccc3C2=O)cc1
 : 2	-2	.	-0.3	-1.9	-4	1	4.0	6	-1.3
- COC(C/C=C/[C@H](O)COCc1ccccc1)OC
 : -13	13	-9	1.5	.	3	6	.	0	-7.3
- CCC(=O)Oc1ccc2c(C)c(Cl)c(=O)oc2c1
 : 4	-4	-4	1.6	3.0	3	4	4.3	-1	.
- Cc1ccccc1OCC(=O)OC(C)C(=O)NC1CCCC1 (centres undefined)
 : -22	22	0	-1.0	-0.8	-2	-2	-0.6	-3	0.4
- O=C(CCCn1nnc2ccccc2c1=O)N[C@@H](Cc1ccccc1)C(=O)O
 : .	.	-8	-3.1	-1.5	6	0	-0.5	1	0.3
- CCC(=O)c1ccc(N2CCN(C(=O)COc3ccc(F)cc3)CC2)c(F)c1
 : 23	-23	0	1.6	0.8	-3	-2	1.3	-4	-0.5
- c1ccc(-c2cc(-c3nn4c(-c5ccco5)nnc4s3)c3ccccc3n2)cc1
 : 32	-32	4	.	-0.2	.	-5	0.5	.	-2.0
- Cn1c(SCC(=O)NCCc2ccccc2)ncc(C(=O)Nc2ccccc2)c1=O
 : 20	-20	-5	5.0	0.7	-1	1	-1.7	-6	-2.4
- CCOc1ccc(-c2cc(CCCC(=O)NCCc3ccc(OC)c(OC)c3OC)no2)cc1
 : 68	-68	-14	3.7	-0.8	-4	-4	-1.4	-4	0.1

Going on with the list:
Order of values: SR-BI DiI inh	SR-BI uptake up	MITF act	phage Ecoli inh	E coli growth	CAL PDZ FP-2	Tat export inh	AddAB inh	Wnt bcat act	CAL PDZ FP-1
- O=C(OCC(=O)N1CCc2ccccc2C1)c1c(F)cccc1Cl
 : 14	-14	115*	0.8	1.7	-3	-6	1.3	55*	0.2
- O=C(O)/C=C/C(=O)N(Cc1ccccc1)Cc1ccco1
 : -16	16	-12	2.0	-3.1	-1	-10	0.7	-3	0.5
- Cn1ccnc1Sc1nc2c(c(=O)n(C)c(=O)n2C)n1C
 : -12	12	1	2.6	2.5	-2	0	0.2	-1	0.3
- CC[C@@]1(C(=O)OC)N[C@H](CN(C)S(=O)(=O)c2ccc(-c3ccccc3)cc2)[C@@H]2C(=O)N(Cc3ccccc3)C(=O)[C@@H]21
 : 0	0	1	2.0	1.4	-3	6	3.4	2	-0.4
- CC1=NN(C(=O)c2c(Br)cnn2C)C(O)(C(F)(F)F)C1 (centres undefined)
 : -17	17	0	3.0	0.2	0	0	3.3	.	-1.8
- CCS(=O)(=O)N1CCN(Cc2c[nH]c3ccccc23)CC1
 : 4	-4	-13	1.8	-1.3	2	6	9.4	-1	-0.6
- CCN(CC)S(=O)(=O)c1ccc(-c2nnc(SCC(=O)N3c4ccccc4CC3C)o2)cc1 (centres undefined)
 : ?	-70	-1	-2.5	-4.4	-3	2	0.0	-7	-1.8
- COc1cc(/C=C/C(=O)O)cc(S(=O)(=O)NCc2ccco2)c1OC
 : -14	14	-1	4.0	1.3	-1	1	5.1	-2	-1.8
- Cc1ccc2c(c1)N(CCC(=O)NCCCN1CCCC1)C(=O)CO2
 : 1	-1	4	1.7	-0.3	-6	4	1.4	1	-1.7
- Nc1nnc(SCC(=O)Nc2ccc(N3CCOCC3)c(Cl)c2)s1
 : -6	6	-7	0.7	0.0	2	-5	0.8	1	-2.3
- COc1cccc(-c2cc(C(=O)Nc3cccnc3)no2)c1
 : 4	-4	.	2.6	0.5	-6	-9	1.7	-2	-3.1
- CCCSc1nnc2n(C)c(=O)c3c4c(sc3n12)CCC4
 : -22	22	0	1.1	-1.2	-2	0	0.1	.	-3.1
- Cc1cccc2cc(CN(CC3CCCO3)C(=O)NC3CCCCC3)c(=O)[nH]c12 (centres undefined)
 : -33	33	.	3.0	-0.9	-1	7	-0.2	-2	-1.2
- CCOC(=O)c1c(C)n(-c2ccc(OC)cc2)c2c(C/C(C)=N/O)c(Br)c(OC)c(O)c12
 : 26	-26	4	2.1	-1.1	-2	-7	2.9	.	-0.6
- CC(C(=O)NC1=NCCS1)(C(F)(F)F)C(F)(F)F
 : .	.	-11	1.6	-1.1	3	-1	3.9	0	-2.9
- Cc1cc(C)n(-c2cccc(C(=O)O)c2)n1
 : -11	11	11	0.0	0.2	1	0	0.6	0	-0.6
- Nc1cc(=O)[nH]c(SCC(=O)Nc2cc(S(=O)(=O)N3CCCCCC3)ccc2Cl)n1
 : 0	0	-4	-1.1	-2.8	-2	-1	2.4	-4	-0.8
- CN(C)c1cccc2c(S(=O)(=O)N3CCOCC3)cccc12
 : -11	11	8	2.4	-0.3	-2	-4	2.6	.	0.1
- Cn1c2ccccc2c2nnc(SCC(N)=O)nc21
 : -11	11	0	1.4	0.0	-4	-12	-1.1	-1	-0.6
- O=C(O)Cc1ccc(C(=O)CSc2ccccc2)s1
 : 12	-12	2	0.8	1.1	-10	7	2.8	3	-1.1
- C/C(=N\NC(=O)C(N)=O)c1cccc([N+](=O)[O-])c1
 : -3	3	-6	4.0	1.4	-3	6	4.6	2	-1.6
- c1ccc(-c2noc(C3CCCCC3)n2)nc1
 : -23	23	72	0.0	4.6	-10	8	0.8	36*	-0.6
- CCOC(=O)C(Oc1ccc(=O)[nH]n1)C(C)=O (centres undefined)
 : -32	32	8	2.5	-0.1	-3	-3	3.9	.	0.3
- CC(=O)c1ccc(N2CCN(CC(=O)Nc3cc(C)on3)CC2)cc1
 : 16	-16	2	0.0	-0.2	.	7	1.4	-1	-0.9
- CO/C([O-])=N/c1c[n+](-c2ccc(Cl)cc2)no1
 : -16	16	-3	2.9	-1.5	-1	4	-2.7	.	-1.4
- Cc1ccc(C)c(S(=O)(=O)N2CCN(C(=O)CNC(=O)c3ccc4ccccc4c3)CC2)c1
 : 50	-50	-5	4.7	-0.8	2	-4	-1.0	-3	-1.6
- CC1(C)CC(=O)C(C=NCCN2CCN(C(=S)Nc3ccccc3)CC2)=C(O)C1
 : -4	4	.	4.1	0.1	-3	-7	0.5	-6	-3.4
- CC(C)CC1NC(=O)N(CC(=O)c2ccc3c(c2)OCCO3)C1=O (centres undefined)
 : 20	-20	.	4.5	-0.1	1	1	1.7	33*	-1.3
- COc1ccc(C(=O)NCc2cn3ccccc3n2)cc1
 : -3	3	-1	1.4	0.3	-3	-8	4.6	.	-1.1
- CCCN1CCC(NC(=S)Nc2ccc(OC)c(OC)c2)CC1
 : -14	14	-34	1.8	0.6	.	-7	3.7	0	-1.3
- Cc1nc2c(C)cccn2c(=O)c1NC(=O)c1ccco1
 : 8	-8	1	0.5	-1.1	-2	-4	1.6	0	-2.1
- Cc1oc2cc3oc(=O)c(CC(=O)NCCC(=O)O)c(C)c3cc2c1C
 : 1	-1	13	1.0	.	-1	6	.	0	-0.9
